Ecoli WT growth: blocks growth of wild type E. coli BW25113. inhibition, % at 10 µM. AID 552. 0.05% of 20,000 active. E. coli BW25113 growth inhibition, OD600; in the data active = inhibition above about 40%;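 note: bacteria exposed to compound for 20 hours at 37 °C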
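Assay system: Bacterial strain in a whole-cell growth screen | Amount: Inoculum from a 1:1000 dilution of a 1.5 h subculture | Detection: Absorbance at 615 nm as a measure of bacterial growth | Timing: 20 h exposure, 37 °C | Buffer or medium: LB plus kanamycin 50 µg/mL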
* marks the source's active call; other numbers are inactive results. The list is partial; count on the stated rates, not on these rows.

no.	structure	Ecoli WT growth
1	CCCc1[nH]nc2c1C(c1ccc(OC)c(CSC3=NCCS3)c1)C(C#N)=C(N)O2 (stereo not given)	-19
2	O=C(C1=C(O)C(=O)N(Cc2ccccc2)C1c1ccncc1)c1ccco1 (stereo not given)	5
3	O=C(NC1CCCCC1)N(Cc1ccccc1)Cc1ccco1	-1
4	Nc1nc(N2C(=O)C3CC=CCC3C2=O)nn1-c1ccccc1 (stereo not given)	0
5	Cc1ccc(S(=O)(=O)NC(CC(=O)O)c2ccccc2)cc1 (stereo not given)	-16
6	COC(=O)c1ccc(Cl)c(NC(C)=O)c1	-5
7	N#Cc1cnc2sc3ccccc3n2c1=N	-2
8	CCOC(=O)c1[nH]c(CSc2nnc(-c3ccncc3)n2CCOC)c(C(=O)OCC)c1C	10
9	O=C(NCc1ccccn1)c1ccc(Cn2cc(Br)cn2)o1	-15
10	O=C(Nc1cccc(Cl)c1N1CCCC1)c1ccc(Br)o1	3
11	COc1ccc(C(=O)Nn2c(SCC(=O)NCC3CCCO3)nc3ccccc3c2=O)cc1 (stereo not given)	-7
12	COc1ccc(NC(=O)N2CCN(S(C)(=O)=O)CC2)cc1OC	-5
13	CN(Cc1cccs1)c1ncnc2sccc12	1
14	Cc1cccc(CS(=O)(=O)Cc2ccc(C(=O)NCC3CCCO3)o2)c1 (stereo not given)	-3
15	Cn1c(N2CCCC2)nc2c1c(=O)n(Cc1ccc(Cl)cc1)c(=O)n2C	-18
16	COc1ccccc1OCc1ccc(C(=O)OCC2CCCO2)o1 (stereo not given)	5
17	C(=C\c1ccccc1)/CSc1nnc(-c2ccccn2)n1Cc1ccco1	4
18	Cn1c(SCC(=O)Nc2cccc(F)c2)nnc1-c1cc2ccccc2o1	-3
19	Oc1ccccc1CNCCCNCc1ccccc1O	-13
20	O=C(Cc1ccccc1)Nc1ccc(CN2CCOCC2)cc1	4
21	S=c1[nH]nc(-c2cccnc2)n1Cc1ccccc1	-6
22	Cc1cc(C)cc(OCC(=O)NC2=NCCS2)c1	-3
23	CC(C)c1nnc(NC(=O)Cc2cccs2)s1	1
24	COC(=O)c1cccc(NC(=O)C2C3CCC(C3)C2C(=O)O)c1 (stereo not given)	-14
25	Cc1cccc(N2CCN(C(=O)CCn3c(=S)[nH]c4cc5c(cc4c3=O)OCO5)CC2C)c1 (stereo not given)	-1
26	CCC(C(=O)OCCN(CC)CC)c1ccccc1 (stereo not given)	2
27	O=C(Nc1nc2c(s1)CCc1ccccc1-2)c1ccco1	-16
28	CCSc1nnc(-c2cccs2)o1	-2
29	COc1ccc(C2(CNC(=O)c3ccc(Br)o3)CCOCC2)cc1	-15
30	Nc1nc(C(=O)N2CCOCC2)nn1S(=O)(=O)c1ccc(Cl)cc1	7
31	Cc1cccc2cc(CN(CC3CCCO3)C(=O)c3cnccn3)c(=O)[nH]c12 (stereo not given)	4
32	CCOc1ccc(NC(=O)CSc2nnc(COc3c(C)cccc3C)o2)cc1	-1
33	CCN(CC)S(=O)(=O)c1cccc(-c2nnc(SCCOc3ccccc3C)o2)c1	-1
34	COc1ccc(C(=O)NCCc2nnc(SCC(=O)Nc3ccccc3)n2C)cc1	6
35	CC(=O)N1CCc2cc(S(=O)(=O)CCC(=O)Nc3cccc(F)c3)ccc21	-5
36	O=C(CCSc1nnnn1-c1ccccc1)N1CCOCC1	-15
37	Cn1nnnc1SCC(=O)Nc1ccccc1-c1ccccc1	18
38	CCOC(=O)C1CCCN(C(=O)c2cnn3c(C(F)F)cc(-c4ccc(C)cc4)nc23)C1 (stereo not given)	-21
39	c1ccc(-c2nnc(SCc3nc4ccccc4[nH]3)o2)cc1	8
40	CCOC(=O)c1cnc(C(C)(C)C)[nH]c1=O	-3
41	COc1ccc(S(=O)(=O)N2CCCC(C(=O)NCc3ccccn3)C2)cc1Cl (stereo not given)	-12
42	CC1(C)Cc2nc(N3CCOCC3)c(C#N)cc2CO1	6
43	COc1ccccc1Nc1nc2ccccc2[nH]1	6
44	Cc1cc(C)c(C#N)c(SC2CCCCC2=O)n1 (stereo not given)	-1
45	COc1ccc2c(c1)c(=O)oc1cc(OCC(=O)N3CCC(C)CC3)ccc12	-3

Rewritten as labelled records: entries from further up.
39. c1ccc(-c2nnc(SCc3nc4ccccc4[nH]3)o2)cc1
  Ecoli WT growth: 8
40. CCOC(=O)c1cnc(C(C)(C)C)[nH]c1=O
  Ecoli WT growth: -3
41. COc1ccc(S(=O)(=O)N2CCCC(C(=O)NCc3ccccn3)C2)cc1Cl (stereo not given)
  Ecoli WT growth: -12
42. CC1(C)Cc2nc(N3CCOCC3)c(C#N)cc2CO1
  Ecoli WT growth: 6

Given field by field: entries from further up.
17: C(=C\c1ccccc1)/CSc1nnc(-c2ccccn2)n1Cc1ccco1
  Ecoli WT growth = 4

18: Cn1c(SCC(=O)Nc2cccc(F)c2)nnc1-c1cc2ccccc2o1
  Ecoli WT growth = -3

Other results follow.
no.	structure	Ecoli WT growth
46	COCCn1c(SCC(=O)c2ccccc2)nc2c(c1=O)SC(C)C2 (stereo not given)	16
47	O=C(NC1CC1)C1CCCN1S(=O)(=O)c1ccc2ccccc2c1 (stereo not given)	-13
48	CNc1nc(SCc2ccccc2)nc(N2CCOCC2)n1	-13
49	Cc1cc2nc(-c3ccco3)cc(C(F)(F)F)n2n1	13
50	CCOC(=O)C1CCCN(C(=O)CNS(=O)(=O)c2ccc(Br)s2)C1 (stereo not given)	-3
51	CCOCc1nnc(NC(=O)c2cccs2)s1	-24
52	Cc1nnc(Nc2ccc(C(=O)N3CCOCC3)cc2)c2ccccc12	-16
53	COC(=O)COc1ccc(S(=O)(=O)Nc2ccc(C(N)=O)cc2)cc1Cl	-21
54	COc1ccccc1S(=O)(=O)Cc1ccc(C(=O)N2CCN(c3ccc(C)cc3)C(C)C2)o1 (stereo not given)	9
55	O=C(NCC1CCCO1)c1ccc(S(=O)(=O)N2CCCCC2)cc1 (stereo not given)	-1
56	CSc1ccccc1NC(=O)c1cccnc1	-2
57	CCC(=O)Nc1ccccc1Oc1ccccc1	-23
58	Oc1cccc(C=NCc2ccccc2)c1O	-2
59	Cc1ccc(C)c(OCC(O)CN2C(C)CCCC2C)c1 (stereo not given)	3
60	COc1ccc(N2CCN(/C(=N\S(=O)(=O)c3ccccc3)Nc3nc(C)cc(C)n3)CC2)cc1	-22

Reprinted from the part before: three compounds, followed by the next part.
no.	structure	Ecoli WT growth
58	Oc1cccc(C=NCc2ccccc2)c1O	-2
59	Cc1ccc(C)c(OCC(O)CN2C(C)CCCC2C)c1 (stereo not given)	3
60	COc1ccc(N2CCN(/C(=N\S(=O)(=O)c3ccccc3)Nc3nc(C)cc(C)n3)CC2)cc1	-22
61	COc1cccc2cc(C(=O)N3CCN(C/C=C/c4ccccc4)CC3)c(=O)oc12	6
62	O=C1CC(c2ccccc2)n2nc(NC(=O)c3ccccn3)nc2N1 (stereo not given)	-3
63	Cc1c(NC(=O)C2(c3ccccc3)CCOCC2)c(=O)n(-c2ccccc2)n1C	6
64	c1ccc(-c2noc(-c3cccc4ccccc34)n2)nc1	-20
65	CCOC(=O)NC(CC(=O)O)c1ccc(OC)cc1 (stereo not given)	-27
66	CCCc1nnc(SCC(=O)N2CCOCC2)n1Cc1ccco1	-1
67	COC(=O)c1cc(Cl)c(N)cc1OC	-19
68	O=C(CSc1nnc(-c2ccccc2)o1)N1CCc2ccccc2C1	-4
69	COc1ccc(NC(=O)c2ccc(N(C)S(C)(=O)=O)cc2)cc1OC	4
70	N#CCOc1nc(N2CCOCC2)nc(N2CCOCC2)n1	-3
71	Cn1c(=O)c2cc(S(=O)(=O)N3CCOCC3)ccc2n(C)c1=O	-20
72	CCc1ccc(CCC(=O)Nc2nnc(C)s2)o1	-24
73	CCOc1cc(-c2nc(-c3ccc(C)nc3OCC)no2)cc(OCC)c1OCC	-6
74	c1ccc2c(CNn3cnnc3)cccc2c1	-5
75	Cc1cc(NC(=O)c2cccc(S(=O)(=O)N3CCCC3)c2)no1	2
76	FC(F)(F)c1cccc(N2CCN(Cc3cccnc3)CC2)c1	5
77	CC(=O)c1cc(Cl)ccc1OC(=O)c1ccco1	9
78	COc1ccccc1NC(=O)C1=C(C)Nc2nc(CCCO)nn2C1c1ccc2c(c1)OCO2 (stereo not given)	-14
79	COCc1nnc(NC(=O)CCC2CCCCC2)s1	-13
80	Cc1ccc(S(=O)(=O)NCCc2ccncc2)cc1	-1
81	CC1Cc2ccccc2N1C(=O)CSc1nnc2sc3ccccc3n12 (stereo not given)	-22
82	CNC(=O)c1ccc(OCc2ccccc2)c(OC)c1	-11
83	CCOc1ccc(-n2cnnn2)cc1S(=O)(=O)NCc1ccccc1	-26
84	CCCN(CCC)CCNS(=O)(=O)c1ccc2c(c1)oc(=O)n2C	11
85	Nn1c(SCC(=O)NC2CCCCC2)nnc1-c1ccc(Cl)cc1	-1
86	CCOc1ccccc1NC(=O)c1cc(Cl)ccc1NC(=O)c1ccco1	-8
87	COC(=O)Nc1ccc(S(=O)(=O)N2CCCCCC2)cc1	-11
88	COc1ccc(OC)c(NC(=O)CSc2ccccc2)c1	-13
89	COC(=O)C1=C(C)Nc2ncnn2C1c1ccccn1 (stereo not given)	-6
90	CCOC(=O)c1c(NC(=O)CSc2nnc(C)s2)sc2c1CCN(C)C2	5
91	C=CCNC(=O)NC(=S)c1ccccc1	-6
92	COCCCNS(=O)(=O)c1ccc(OC)c(Cl)c1Cl	-6
93	CCCOc1cccc(C(=O)N(Cc2ccco2)C2CCS(=O)(=O)C2)c1 (stereo not given)	-3
94	C=COCCNC(=O)Nc1ccc(Cl)c(Cl)c1	-3
95	C=C1C2(C(=O)NCc3ccco3)CCC(C2)C1(C)C (stereo not given)	-11
96	COc1ccc(NC(=O)NCc2cccnc2)cc1OC	-6
97	Oc1cccc(Nc2ncnc3ccccc23)c1	1
98	CCCCn1c(SCC(=O)OCC)nc2c1c(=O)[nH]c(=O)n2C	5
99	CSCCC(NC(=O)CCN1C(=O)c2ccccc2C1=O)C(=O)O (stereo not given)	-4
100	Cc1cccc(N2CCN(C(=O)C3CCCN(S(=O)(=O)c4c(C)noc4C)C3)CC2)c1C (stereo not given)	-3
101	CCOC(=O)c1c(NC(=O)CSc2nnc(Cc3csc(N)n3)n2C)sc(C)c1C	-22
102	Cc1cccc(Nc2nc(-c3ccccn3)cs2)n1	-10
103	COC(=O)c1ccc(NC(=O)CN2C(=O)CSC2=O)cc1	6
104	COC(=O)c1cc(NC(=O)CN(c2ccc3c(c2)OCO3)S(C)(=O)=O)ccc1Cl	6
105	CCOC(=O)c1ccc(NC(=O)NC(C)C2CCCO2)cc1 (stereo not given)	-2
106	OCc1ccccc1OCCOc1ccc(Cl)c2cccnc12	1
107	CCc1sc(C(=O)NC)cc1Br	-20
108	CCOC(=O)C1CCN(C(=O)CSc2cc(=O)n(CC)c3ccccc23)CC1	7
109	COc1ccc(S(=O)(=O)NCc2ccccn2)c(Cl)c1Cl	-20
110	COc1ccc(CCNC(=O)CC2COc3ccccc3O2)cc1OC (stereo not given)	0
111	CCn1c(C(C#N)/C(=N\S(=O)(=O)c2cccs2)c2ccccc2)nc2ccccc21 (stereo not given)	7
112	CC(Oc1ccccc1)C(=O)NC1CC(C)(C)NC(C)(C)C1 (stereo not given)	2
113	COc1ccc(C)cc1S(=O)(=O)N1CCN(Cc2ccccc2)CC1	12
114	COc1nc(-c2ccccc2)ccc1-c1noc(-c2cccs2)n1	-15
115	COC(=O)[C@@H](NC(=O)NCc1ccccc1Cl)C(C)C	-2
116	COc1ccc(CCn2c(NCCCN3CCOCC3)nc3c2c(=O)[nH]c(=O)n3C)cc1	13
117	COC(=O)C(C)NC(=O)C12CC3CC(CC(C3)C1)C2 (stereo not given)	6
118	COCCCNC(=O)COc1ccc(S(=O)(=O)Nc2ccccc2)cc1	3
119	O=C(NCC1CCCO1)C1CCN(C(=O)c2ccc(Br)cc2)CC1 (stereo not given)	1
120	CSc1c(C#N)c(N)c(C#N)c2c1COC(C)(C)C2	0

Further records follow:
no.	structure	Ecoli WT growth
121	Cc1cc(C(F)(F)F)n2nc(C(=O)O)c(Cl)c2n1	-14
122	COc1cc(NC(=O)CN(c2cc(C)cc(C)c2)S(=O)(=O)c2c(C)noc2C)cc(OC)c1	12
123	Cc1cc(=O)[nH]c(SCC(=O)Nc2ccc(Br)cn2)n1	-24
124	CCOC(=O)CN1CC23C=CC(O2)C(C(=O)Nc2ccc(C(C)=O)cc2)C3C1=O (stereo not given)	6
125	Cc1ccccc1NS(=O)(=O)c1cc(C(=O)NCc2ccco2)ccc1C	-18
126	CC(C)C(NC(=O)OCc1ccccc1)C(=O)OCC(=O)NCc1ccco1 (stereo not given)	6
127	CCNC(=O)N(C(=O)NCC)n1c(C)nnc1C	-2
128	O=C1CCNc2cc3ccccc3cc21	-1
129	CCn1c(-c2ccco2)nc2ccccc21	8
130	Cc1c(C=NCCOCc2ccccc2)cnn1C	-1
131	CN(C)/C=C1\N=C(c2ccc(Cl)cc2Cl)OC1=O	3
132	COc1cccc(NC(=O)N2CCC(N3CCCCC3)CC2)c1	1
133	Nc1c(NC2CCCCC2)c2ccccc2oc1=O	-13
134	Cc1ccc(C(=O)CSc2n[nH]c(-c3ccco3)n2)cc1C	-2
135	COc1ccc(/C=N/n2c(SC)nnc2-c2ccccc2)cc1C	4
136	O=C(c1ccc2nc(N3CCOCC3)sc2c1)N1CCCC1	-3
137	COc1cccc(C(=O)Nc2ccc(N(C)C)cc2)c1OC	-8
138	COc1ccc(S(=O)(=O)NCc2ccccn2)cc1Cl	-8
139	Cc1ccc(NC(=O)c2oc3c(c2C)C(=O)CC(C)(C)C3)cc1	0
140	CCc1ccc(NC(=O)c2cc(-c3ccco3)on2)cc1	0
141	COc1ccc(CCNc2oc(COc3ccccc3Cl)nc2C#N)cc1OC	6
142	COc1ccc2oc(=O)c(C(=O)N3CCN(c4ccccc4C)CC3)cc2c1	-21
143	Cc1cc(=O)oc2cc(OCc3ccc(S(=O)(=O)N4CCOCC4)cc3)ccc12	1

Assay outcomes (PubChem BioAssay)
